High-throughput results deposited in PubChem BioAssay by several laboratories.
CHRM5 PAM: positive allosteric modulators of human muscarinic M5 receptor; CHO-K1 hM5, Fluo-8 calcium, ACh EC20 PAM; 0% = ACh EC20, 100% = ACh EC100; activation, % at 3 µM; 360,000 tested, 0.3% active; AID 624038;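 active = activation above the run cutoff, the mean activation of all test compounds plus 3 SD, cut at about 18% in these data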
Target sequence (P08912 whole entry, looked up): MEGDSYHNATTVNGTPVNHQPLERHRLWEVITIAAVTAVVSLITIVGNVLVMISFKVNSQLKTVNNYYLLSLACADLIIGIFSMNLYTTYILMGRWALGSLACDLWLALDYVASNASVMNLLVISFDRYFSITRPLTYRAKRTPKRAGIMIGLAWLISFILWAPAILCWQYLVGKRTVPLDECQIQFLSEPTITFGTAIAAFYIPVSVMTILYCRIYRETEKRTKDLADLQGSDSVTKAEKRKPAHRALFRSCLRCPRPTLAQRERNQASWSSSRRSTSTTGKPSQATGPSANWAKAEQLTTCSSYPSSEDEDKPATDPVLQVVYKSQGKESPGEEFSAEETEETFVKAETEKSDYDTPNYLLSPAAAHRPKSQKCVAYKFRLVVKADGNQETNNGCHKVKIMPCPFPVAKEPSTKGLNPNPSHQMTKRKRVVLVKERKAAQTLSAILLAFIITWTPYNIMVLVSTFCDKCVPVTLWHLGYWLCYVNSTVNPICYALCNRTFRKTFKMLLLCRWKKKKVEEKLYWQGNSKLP
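Assay system – human M5 receptor in CHO-K1 cells · Read-out – % activation, ACh-normalized · Technique – Fluo-8 calcium fluorescence · Dosing – single-point, 3 µM nominal · Incubation – Fluo-8 loading 80 min at 37 °C plus 30 min room temperature · Repeats – singlicate, one well per test compound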
CRFBP-R2 agonist: CRF-BP/CRF-R2 complex agonism | activation, % at 13.2 µM | 350,000 tested, 0.46% active | HEK293 CRF-R2/CRF-BP, calcium dye fluorescence (FLIPR); percent of saturating CRF peptide response | AID 588473;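 active = activation of at least 50%, plus an integration ratio under a set limit after plate pattern correction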;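 note: plate controls were neutral control wells without compound for no effect and CRF at EC100 for full effect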
CRFR2-BP antag: CRF-BP/CRF-R2 complex antagonism | HEK293 CRF-R2/CRF-BP, CRF-induced calcium fluorescence | inhibition, % at 11.8 µM | 350,000 tested, 0.59% active | AID 588475;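 active = inhibition of the ligand-induced calcium signal above about 50% at the single tested concentration, limit read from the data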
TAAR1 antagonist: antagonists of human TAAR1; Q96RJ0; CHO RD-HGA16 TAAR1, Fluo-8 calcium fluorescence, antagonist; inhibition, % at 3 µM; 360,000 tested, 1.5% active; AID 624466;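 active = inhibition above a per-plate cutoff, the mean inhibition of test compounds on that plate plus 3 SD, cut at about 49% in these data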;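 note: 0% = DMSO plus EC80 beta-PEA response and 100% = DMSO alone without agonist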
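Material: CHO RD-HGA16 cells bearing hTAAR1; compound dosing: one-point dosing, 3 µM nominal final; schedule: dye loading 75 min at 37 °C, then 30 min room temperature; measured by: calcium fluorescence with Fluo-8; control set: vehicle and agonist controls; replication: n of 1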
M4 PAM: positive allosteric modulators of human muscarinic M4 receptor. 360,000 tested, 0.4% active. CHO-K1 hM4/Gqi5, Fluo-8 calcium fluorescence, ACh EC20; 0% = ACh EC20, 100% = maximal ACh. AID 624126. activation, % at 3 µM;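 active = activation above its plate's cutoff, the mean activation of sample wells plus 3 SD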; note: some results filed as inactive read as strong as hits
Target sequence (P08173 whole entry, looked up): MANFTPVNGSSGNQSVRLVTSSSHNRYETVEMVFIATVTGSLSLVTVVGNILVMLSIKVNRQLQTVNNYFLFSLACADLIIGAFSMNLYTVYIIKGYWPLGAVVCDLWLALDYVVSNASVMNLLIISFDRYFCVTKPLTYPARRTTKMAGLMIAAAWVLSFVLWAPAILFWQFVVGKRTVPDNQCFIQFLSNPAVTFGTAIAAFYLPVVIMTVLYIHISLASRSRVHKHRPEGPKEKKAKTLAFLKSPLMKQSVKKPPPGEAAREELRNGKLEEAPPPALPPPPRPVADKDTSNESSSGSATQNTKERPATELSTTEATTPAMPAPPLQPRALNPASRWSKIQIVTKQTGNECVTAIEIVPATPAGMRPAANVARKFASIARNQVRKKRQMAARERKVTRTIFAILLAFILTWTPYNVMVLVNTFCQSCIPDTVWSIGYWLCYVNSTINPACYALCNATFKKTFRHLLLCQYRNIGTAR
CHO-K1 Ca PAM: nonselective activator or artifact in parental CHO-K1 calcium assay | ATP EC20, Fluo-8 calcium fluorescence; 0% at ATP EC20, 100% at ATP max | activation, % at 3 µM | 360,000 tested, 0.02% active | AID 602247;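 active = activation above the run cutoff, the mean activation of all test compounds plus 3 SD, cut at about 40% in these data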;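 note: peak over basal fluorescence ratio in a 140 s read after ATP addition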
TAAR1 ag: human TAAR1 agonism. AID 624467. Q96RJ0. CHO RD-HGA16 TAAR1, Fluo-8 calcium fluorescence; vehicle wells 0%, saturating PEA agonist 100%. 360,000 tested, 0.99% active. activation, % at 3 µM;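 active = activation above the mean activation of all test compounds in the run plus 3 SD, cut at about 38% in these data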
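Assay system: CHO-derived RD-HGA16 cells with stable Gα16 and human TAAR1; timing: 17-24 h seeding, 75 min 37 °C dye, 30 min RT; read-out: % activation from peak over basal fluorescence ratio, DMSO-to-PEA scaled; measured by: kinetic Fluo-8 calcium fluorescence; benchmarks: low control DMSO, high control PEA (EC100); doses: 3 µM single concentration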
CHRM5 agonist: agonists of human muscarinic M5 receptor (CHRM5) | AID 624037 | activation, % at 3 µM | CHO-K1 hM5 cells, Fluo-8 calcium fluorescence; 0% DMSO wells, 100% maximal acetylcholine response | 360,000 tested, 0.19% active;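 active = activation above the run's mean over test compounds plus 3 SD, cut at about 23% in these data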;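 note: signal is peak over basal fluorescence ratio across the kinetic read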
M5 antag: antagonists of human muscarinic M5 receptor (CHRM5); P08912; CHO-hM5 cells, Fluo-8 calcium fluorescence, ACh EC80; inhibition, % at 3 µM; 360,000 tested, 0.59% active;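 active = inhibition above a per-plate cutoff, the mean of that plate's test compounds plus 3 SD, cut at about 27% in these data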;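 note: 0% = acetylcholine EC80 with DMSO and 100% = DMSO without agonist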
An asterisk follows results filed as active; . = no result given.

cpd	compound	M5 antag	CHO-K1 Ca PAM	CHRM5 PAM	M4 PAM	TAAR1 antagonist	CRFBP-R2 agonist	CRFR2-BP antag	CHRM5 agonist	TAAR1 ag
1	COc1cc(Cl)c(S(=O)(=O)NCCCn2ccnc2)cc1Cl	14	14	-30	-4	-12	0.1	2	-26	1
2	CC(Sc1nc(-c2ccccc2)cc(C(F)(F)F)n1)C(=O)N1CCCCC1 (stereo not drawn)	10	-5	-18	-10	.	1.6	-34	1	.
3	COC(=O)c1ccc(-c2nc3ccccc3[nH]2)cc1	2	23	-4	-3	-6	0.3	-6	0	2
4	CCOC(=O)CC(c1ccc([N+](=O)[O-])cc1)n1c(C)ccc1C (stereo not drawn)	5	-1	2	3	-6	0.4	-6	-2	4
5	COc1ccccc1N=Nc1c(C)[nH][nH]c1=O	13	-16	-1	4	3	-0.9	10	-4	-3
6	Cc1ccc(C(=O)N2CCN(c3ccc(NC(=O)c4cccnc4)cc3)CC2)cc1	-11	15	3	-3	11	-0.2	-8	-1	3
7	CCOC(=O)C1=C(C)OC(N)=C(C#N)C1c1c(C)nn(-c2ccccc2)c1Cl (stereo not drawn)	-2	9	-21	-5	6	-1.8	-17	-8	2
8	CSc1nc(C)cc(-n2cc(F)c(=O)[nH]c2=O)n1	-14	-7	11	17	3	-1.2	-8	3	3
9	Nc1ncnc2c1ncn2[C@@H]1O[C@H](C(=O)NCc2ccc3c(c2)OCO3)[C@@H](O)[C@H]1O	7	11	3	6	15	.	.	2	0
10	CCCCC(=O)N/N=C(\C)CC(=O)Nc1ccccc1Br	-11	16	3	-3	1	6.0	12	-2	6
11	CCn1cc(C(=O)OCC(=O)N2C(C)CCCC2C)c(=O)c2ccc(C)nc21 (stereo not drawn)	4	10	6	-2	0	-1.9	2	5	2
12	Cc1nn(-c2ccccc2)cc1C(c1c(N)[nH]c(=S)[nH]c1=O)c1c(N)[nH]c(=S)[nH]c1=O	24	-1	-13	-9	-4	0.3	-4	2	1
13	O=C(c1ccco1)N1CCN(Cc2cc(=O)c(OCc3ccccc3Cl)co2)CC1	11	4	2	-1	-9	0.6	-3	0	1
14	O=C(O)CCCCCNC(=O)c1ccc(C(=O)NCCCCCC(=O)O)cc1	-5	8	8	4	-28	0.3	-7	3	3
15	CCC(COC)NCc1cn(-c2ccc(OC)cc2)nc1-c1cccc(F)c1 (stereo not drawn)	3	4	12	9	-18	4.7	-36	4	2
16	Cc1ccc(-c2[nH]n3c(=O)c4c(nc3c2C)CCCC4)cc1	-3	3	1	4	2	0.2	-20	1	4
17	O=CNc1cc(-c2cccc(F)c2)cn2c(-c3ccc(F)cc3)cnc12	5	9	2	2	48	.	.	2	18
18	COc1ccc(OCC(=O)N2CCN(S(=O)(=O)c3ccccc3[N+](=O)[O-])CC2)cc1	-11	16	6	0	3	2.0	-41	-1	4
19	Nn1c(SCc2ccc(F)cc2)nnc1-c1cccnc1	4	26	5	6	-3	0.5	-1	-4	12
20	CN(C)c1cccc(C(=O)NNC(=O)NC2CCCCC2)c1	-6	23	5	15	-3	1.8	-12	-3	0

Continuation:
cpd	compound	M5 antag	CHO-K1 Ca PAM	CHRM5 PAM	M4 PAM	TAAR1 antagonist	CRFBP-R2 agonist	CRFR2-BP antag	CHRM5 agonist	TAAR1 ag
21	COc1ccc2ccccc2c1CNC(=O)CC1C(=O)NCCN1CC(C)(C)C (stereo not drawn)	-2	19	10	-11	-12	1.9	5	0	5
22	C=CCOC(=O)C1C(=O)CC(C)(O)C(C(=O)OCC=C)C1c1ccc(N(C)C)cc1 (stereo not drawn)	6	17	-2	-4	20	-0.8	-7	1	5
23	CCCCOc1ccc(C(=O)Nc2ccc(S(=O)(=O)Nc3onc(C)c3C)cc2)cc1	4	-1	0	-4	-16	.	.	-4	6
24	O=C(CSc1nc2c(c(=O)n1-c1ccc(F)cc1)SCC2)Nc1ccc2c(c1)OCO2	0	0	2	-5	-58	-0.4	14	0	10
25	CCc1nonc1NC(=O)COc1cc(C)c(Cl)c(C)c1	-4	6	-4	-5	-21	-3.5	-5	0	4
26	COc1ccccc1C(CNc1ccc(S(=O)(=O)N2CCCC2)cc1[N+](=O)[O-])N(C)C (stereo not drawn)	-11	9	-13	-11	-15	-1.1	-9	-4	0
27	Cc1cccc(-n2c(C)cc(C(=O)NC3CCCCC3)c2C)c1	4	12	1	-6	-19	-2.6	6	-4	19
28	O=C1CCCCC1Nc1ccc([N+](=O)[O-])cc1 (stereo not drawn)	17	1	-2	-7	0	0.0	10	-2	1
29	CCCCn1c(CNC(=O)CC)nc2ccccc21	-2	14	-2	2	4	-0.5	-16	0	-1
30	COC(=O)CNC(=O)CSc1nnc(-c2ccc(OC)cc2)n1CC(C)C	5	11	0	-9	10	-0.1	-4	-2	1
31	O=c1[nH]c(=S)[nH]c2c1C(c1ccc(Cl)cc1)OC(C1CCCCC1)C2 (stereo not drawn)	-3	9	8	15	-24	.	.	1	-2
32	COc1ccc([N+](=O)[O-])cc1N(CC(O)CN1CCCC1)S(=O)(=O)c1ccc(C)cc1 (stereo not drawn)	-4	27	8	-2	-13	-2.9	1	-7	4
33	COc1ccc(S(=O)(=O)NCC2CCCN(C(=O)CCC(F)(F)F)C2)cc1 (stereo not drawn)	11	-1	39*	-6	-15	0.2	-1	14	0
34	CCc1nnc2c(N(C)S(=O)(=O)c3ccc(C)cc3)nc3ccccc3n12	3	24	0	8	-14	-1.1	12	-1	1
35	COCCN(Cc1ccccc1)C(=O)C1CCN(S(=O)(=O)c2ccc3c(c2)OCCO3)CC1	-2	-8	-1	2	8	-0.2	2	21	2
36	O=C(Nc1ccc(F)cc1F)c1cc2ccccc2oc1=O	-2	16	-2	1	-1	-0.8	5	-1	3
37	C=C1CCN([C@@H](CC(C)C)C(=O)NCc2ccc(Cl)c(Cl)c2)S(=O)(=O)c2ccccc21	10	12	-1	-5	34	4.0	-4	-5	3
38	COC(=O)c1cc(S(=O)(=O)N2CCC(C(N)=O)CC2)oc1C	-7	8	6	-12	-11	-1.4	8	1	1
39	CN1CCN(c2ccc(Cl)cc2NC(=O)c2nn(-c3ccccc3)c(=O)c3ccccc23)CC1	3	7	8	-4	17	3.0	-17	-1	7
40	CCCCN(C)C1CCN(C(=S)Nc2ccc(OC)cc2)CC1	1	8	0	6	7	-0.5	5	-8	1

11 compounds from above, sorted by SMILES length, falling:
cpd	compound	M5 antag	CHO-K1 Ca PAM	CHRM5 PAM	M4 PAM	TAAR1 antagonist	CRFBP-R2 agonist	CRFR2-BP antag	CHRM5 agonist	TAAR1 ag
9	Nc1ncnc2c1ncn2[C@@H]1O[C@H](C(=O)NCc2ccc3c(c2)OCO3)[C@@H](O)[C@H]1O	7	11	3	6	15	.	.	2	0
32	COc1ccc([N+](=O)[O-])cc1N(CC(O)CN1CCCC1)S(=O)(=O)c1ccc(C)cc1 (stereo not drawn)	-4	27	8	-2	-13	-2.9	1	-7	4
39	CN1CCN(c2ccc(Cl)cc2NC(=O)c2nn(-c3ccccc3)c(=O)c3ccccc23)CC1	3	7	8	-4	17	3.0	-17	-1	7
7	CCOC(=O)C1=C(C)OC(N)=C(C#N)C1c1c(C)nn(-c2ccccc2)c1Cl (stereo not drawn)	-2	9	-21	-5	6	-1.8	-17	-8	2
13	O=C(c1ccco1)N1CCN(Cc2cc(=O)c(OCc3ccccc3Cl)co2)CC1	11	4	2	-1	-9	0.6	-3	0	1
4	CCOC(=O)CC(c1ccc([N+](=O)[O-])cc1)n1c(C)ccc1C (stereo not drawn)	5	-1	2	3	-6	0.4	-6	-2	4
15	CCC(COC)NCc1cn(-c2ccc(OC)cc2)nc1-c1cccc(F)c1 (stereo not drawn)	3	4	12	9	-18	4.7	-36	4	2
38	COC(=O)c1cc(S(=O)(=O)N2CCC(C(N)=O)CC2)oc1C	-7	8	6	-12	-11	-1.4	8	1	1
25	CCc1nonc1NC(=O)COc1cc(C)c(Cl)c(C)c1	-4	6	-4	-5	-21	-3.5	-5	0	4
19	Nn1c(SCc2ccc(F)cc2)nnc1-c1cccnc1	4	26	5	6	-3	0.5	-1	-4	12
29	CCCCn1c(CNC(=O)CC)nc2ccccc21	-2	14	-2	2	4	-0.5	-16	0	-1

Further compounds.
cpd	compound	M5 antag	CHO-K1 Ca PAM	CHRM5 PAM	M4 PAM	TAAR1 antagonist	CRFBP-R2 agonist	CRFR2-BP antag	CHRM5 agonist	TAAR1 ag
41	CC1(C)OC(=O)C=C[C@]2(C)[C@H]3CC[C@@]4(C)[C@H](c5ccoc5)OC(=O)[C@H]5O[C@]54[C@]3(C)C(=O)C[C@@H]12	6	13	7	-6	4	0.4	2	2	14
42	COC(=O)[C@@]1(Cc2ccc(F)cc2)[C@H]2c3cc(C(=O)N(C)C)n(Cc4ccc(C)o4)c3C[C@H]2CN1C(=O)c1ccccc1	5	-4	-4	-3	-4	.	.	2	2
43	CCOP(=O)(Cc1ccc(C(C)(C)CC(C)=O)o1)OCC	5	14	0	-5	-8	-0.8	3	-6	0
44	CCOCCCNC(=O)C(NC(=O)Cc1c[nH]c2ccccc12)c1ccc(OC)cc1 (stereo not drawn)	2	6	8	7	-17	-0.6	-14	5	2
45	O=C(CCSCCC(=O)NN=Cc1ccccc1O)NN=Cc1ccccc1O	11	-3	-10	3	48	-1.7	-5	3	44*
46	COC(=O)c1[nH]c2cccc(OC)c2c1NC(=O)CCN1CCC(C)CC1	2	19	3	8	-6	4.2	-10	-2	5
47	O=C(CSc1nc2ncccc2[nH]1)c1ccc2c(c1)OCO2	1	-4	1	-4	8	-2.1	6	1	2
48	COc1ccccc1CN1CCN(Cc2nc(-c3ccccc3)no2)CC1	0	19	5	-6	0	-0.1	-7	-10	2
49	CCOC(=O)C1CCN(C(=O)CN(c2cccc(OC)c2)S(=O)(=O)c2ccccc2)CC1	-2	0	0	0	-5	-0.4	-21	1	1
